# Source: PubChem
# FLuc stim CS: firefly luciferase counter-screen for stimulation assays. P08659. ATPlite luciferase biochemical, luminescence, 10 min; 0 = ATP-free wells, 1 = DMSO control. activation factor at 10 µM. 200,000 tested, under 10 active. AID 1027;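 active = luciferase activation factor, scaled between plate controls, of at least 2 with compound at 10 µM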
# Target sequence (P08659 whole entry, looked up): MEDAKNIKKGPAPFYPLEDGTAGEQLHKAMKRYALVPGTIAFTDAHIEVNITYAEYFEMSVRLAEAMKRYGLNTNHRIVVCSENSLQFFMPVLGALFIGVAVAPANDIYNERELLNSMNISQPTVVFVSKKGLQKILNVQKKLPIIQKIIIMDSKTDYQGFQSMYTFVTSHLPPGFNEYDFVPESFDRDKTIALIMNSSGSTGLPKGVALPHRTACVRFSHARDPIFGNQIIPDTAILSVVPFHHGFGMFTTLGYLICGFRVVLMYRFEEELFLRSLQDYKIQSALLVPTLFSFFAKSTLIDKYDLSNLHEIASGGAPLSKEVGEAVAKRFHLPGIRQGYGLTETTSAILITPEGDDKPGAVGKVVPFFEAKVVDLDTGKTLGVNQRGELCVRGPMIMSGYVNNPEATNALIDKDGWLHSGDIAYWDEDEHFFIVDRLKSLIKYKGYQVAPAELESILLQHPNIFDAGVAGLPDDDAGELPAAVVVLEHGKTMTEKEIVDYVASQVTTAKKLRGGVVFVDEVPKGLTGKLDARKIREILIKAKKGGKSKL
#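 Assay system – cell-free luciferase reagent · Medium – PBS-based ATP solution · Dosing – test compounds dosed from 2 mM stocks in 100% DMSO · Timing – 10 min, room temperature · Technique – light output (luminescence) · Measure – luminescence gain marking luciferase activators · Controls – No-ATP low control, compound-free enzyme-plus-ATP high control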
# TNAP act hi DEA: TNAP (human) activation, high acceptor; P05186; 200,000 tested, under 10 active; activation factor at 20 µM; purified TNAP, CDP-star luminescence, 1 M DEA, 30 min; active compounds read high; 0 = EDTA background, 1 = DMSO-only activity;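 active = activation factor at least 2 at 20 µM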
# Target sequence (P05186 whole entry, looked up): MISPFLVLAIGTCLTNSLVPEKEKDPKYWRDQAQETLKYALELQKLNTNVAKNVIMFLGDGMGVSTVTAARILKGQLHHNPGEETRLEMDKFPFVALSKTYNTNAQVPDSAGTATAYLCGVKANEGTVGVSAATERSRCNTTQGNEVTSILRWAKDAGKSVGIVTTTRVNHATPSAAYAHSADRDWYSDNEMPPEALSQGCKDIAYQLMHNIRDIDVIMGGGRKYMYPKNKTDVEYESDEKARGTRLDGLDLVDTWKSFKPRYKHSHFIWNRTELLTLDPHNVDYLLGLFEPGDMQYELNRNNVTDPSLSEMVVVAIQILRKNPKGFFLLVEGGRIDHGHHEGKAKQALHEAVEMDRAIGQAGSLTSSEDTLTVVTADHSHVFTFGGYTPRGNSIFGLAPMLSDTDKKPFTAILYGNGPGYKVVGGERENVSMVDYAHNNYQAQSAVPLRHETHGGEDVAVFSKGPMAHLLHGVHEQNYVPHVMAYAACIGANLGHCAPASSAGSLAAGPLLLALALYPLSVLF
#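 Dosing: 20 µM single point. System: human TNAP. Amount: TNAP 1/800 final. Incubation: 30 min, room temperature. Read-out: TNAP activation factor scaled between EDTA and DMSO control wells. Signal: luminescence from CDP-star hydrolysis. Medium: 1 M DEA, pH 9.8, Mg2+, Zn2+. Control set: EDTA negative control, DMSO positive control.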
# HMGR II inh: E. faecalis class II HMG-CoA reductase inhibition; purified E. faecalis HMGR, NADPH absorbance 340 nm kinetic; inhibition, % at 10 µM; AID 1066; 190,000 tested, 0.41% active;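 active = inhibition above a set limit, the median over all tested compounds plus 3 SD, cut at about 9.5% in these data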;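 note: enzyme runs in reverse so mevalonate oxidation gives rising NADPH absorbance; 0% = complete reaction with DMSO and 100% = background rate lacking mevalonate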
# PMI act satM6P: increases human PMI activity with near-saturating mannose 6-phosphate. coupled PMI enzyme assay, resazurin fluorescence, 20 min; active compounds read high; 1 = untreated enzyme, 0 = substrate-free blank. activation factor at 20 µM. 190,000 tested, 0.34% active;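 active = activation factor of 2 or more at 20 µM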
#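 Technique: Diaphorase-driven resazurin-to-resorufin fluorescence, excitation 544, emission 590 nm | Assay system: Human PMI in coupled enzyme assay | Times: Enzyme reaction with compound 20 min at room temperature | Medium: HEPES-buffered pH 7.4 with magnesium and detergent | Reagent: Mannose-6-phosphate 1.0 mM (near-saturating) plus 0.22 mM NADP+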
# Diaph act CS: diaphorase activation or chemical reduction counter-screen; Diaphorase/resazurin coupled assay, resorufin fluorescence, 16 min; active compounds read high; 1 = vehicle wells, 0 = NADH-free wells; activation factor at 20 µM; 190,000 tested, 0.005% active;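 active = diaphorase activity raised at least twofold by the compound at 20 µM; inactive = activation factor below 2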
#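 Assay system: bacterial diaphorase enzyme (C. kluyveri) / Input: enzyme 0.07 U/mL final / Medium: 50 mM HEPES pH 7.4 with 4.542 mM MgCl2, 0.005% Tween 20 / Doses: single compound dose of 20 µM, 1% DMSO final / Incubation: 16 min enzyme reaction, ambient temperature / Signal: fluorescence, excitation 544 nm and emission 590 nm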
# TNAP inh noacc: TNAP (human) inhibition, acceptor-free conditions | P05186 | purified TNAP, CDP-star luminescence, 30 min | inhibition, % at 20 µM | 200,000 tested, 0.26% active | AID 1012;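 active = tissue-nonspecific alkaline phosphatase inhibition above about 50% at 20 µM in the single-dose screen, limit read from the data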;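 note: 0% = DMSO negative control and 100% = EDTA positive control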
# PMI act: activators of human phosphomannose isomerase; purified human PMI, coupled resazurin fluorescence, 20 min; active compounds read high; 1 = vehicle control, 0 substrate-free wells; activation factor at 20 µM; 190,000 tested, 0.005% active;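 active = activation factor of 2 or more at 20 µM, relative to plate controls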
# Diaph inh CS: counter-screen for diaphorase-based assays: diaphorase inhibitors and chemical oxidizers; diaphorase resazurin-to-resorufin fluorescence, NADH, 16 min; bacterial (C. kluyveri) enzyme, not human; inhibition, % at 20 µM; 190,000 tested, 0.69% active; AID 1217;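 active = primary screen inhibition at 20 µM above a set limit, cut at about 50% in these data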;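 note: plate controls were DMSO with full reaction for no effect and wells lacking NADH for full effect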
#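 Test system: bacterial diaphorase enzyme (C. kluyveri); Quantity: 0.14 U/mL diaphorase, enzyme working solution; Times: reaction incubation of 16 min at room temperature; Measured by: fluorescence of resorufin formed from resazurin, Ex 544/Em 590 nm; Benchmarks: positive control minus NADH, DMSO neutral control.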
# G6PDH CS: inhibits Leuconostoc G6PDH, flagging false hits in G6PDH-based assays. inhibition, % at 5 µM. 200,000 tested, 0.12% active. AID 1020. Purified L. mesenteroides G6PDH, diaphorase/resazurin coupled fluorescence, 45 min; in the data active = inhibition above about 50%
# TNAP inh hi DEA: blocks human TNAP under high phosphate acceptor concentration | P05186 | purified TNAP, CDP-star luminescence, 1 M DEA | inhibition, % at 20 µM | 200,000 tested, 0.03% active | AID 1135;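 active = over 50% inhibition of tissue-nonspecific alkaline phosphatase at 20 µM in the single-dose screen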;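 note: plate controls were DMSO wells for no effect and EDTA-quenched wells as full inhibition for full effect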
# * = called active by the depositor; . = not tested or not shown.
# Preview:
Structure,FLuc stim CS,TNAP act hi DEA,HMGR II inh,PMI act satM6P,Diaph act CS,TNAP inh noacc,PMI act,Diaph inh CS,G6PDH CS,TNAP inh hi DEA
O=C(Nc1ccccc1N1CCN(C(=O)c2ccccc2)CC1)c1cc2ccccc2o1,1,1,-0.5,0.9,0.8,-3.5,0.9,17.7,-70.1,2.2
CCOC(=O)c1ccc(NC(=O)CSc2ncccn2)cc1,1,1,0.2,1.1,0.9,-6.7,0.9,7.0,-0.4,-3.4

# The listing, repeating the preview:
Structure,FLuc stim CS,TNAP act hi DEA,HMGR II inh,PMI act satM6P,Diaph act CS,TNAP inh noacc,PMI act,Diaph inh CS,G6PDH CS,TNAP inh hi DEA
O=C(Nc1ccccc1N1CCN(C(=O)c2ccccc2)CC1)c1cc2ccccc2o1,1,1,-0.5,0.9,0.8,-3.5,0.9,17.7,-70.1,2.2
CCOC(=O)c1ccc(NC(=O)CSc2ncccn2)cc1,1,1,0.2,1.1,0.9,-6.7,0.9,7.0,-0.4,-3.4
C(=N\Nc1nc(Nc2ccccc2)nc(N2CCOCC2)n1)/c1c[nH]c2ccccc12,1,1,-4.5,1.1,0.9,-3.2,1.1,7.2,10.1,-3.2
NC(=O)NNC(=S)Nc1cccc2ccccc12,1.1,1.1,4.4,0.7,0.9,-22.9,1,11.5,11.9,-6.6
CCc1ccc2c(COn3nnc4ccc(S(=O)(=O)N(C)C)cc43)cc(=O)oc2c1,1.1,1.1,-2.0,1,0.6,-4.5,0.9,35.4,-0.4,-7.5
CCCOc1ccc(-c2nnn(CC(=O)c3ccc4c(c3)OCCO4)n2)cc1,1.1,1.1,-8.7,1.1,0.9,2.0,1.2,14.2,5.4,-8.7
O=C(CN1CCN(S(=O)(=O)c2ccc(Br)cc2)CC1)N/N=C/c1cc([N+](=O)[O-])ccc1Cl,1,1,-1.7,1,0.8,-15.0,1,17.0,-18.6,2.2
O=C(CSc1nnc2ccccn12)NCc1ccc2c(c1)OCO2,1,1,1.3,1,1.1,4.9,1,-10.9,9.1,3.7
Cc1ccc(OCC(=O)NCCN2CCCC2)cc1,1,1,-3.4,0.9,0.8,-5.3,0.9,17.9,3.1,-0.2
O=C(O)c1ccccc1/C=N/N1CCN(C2c3ccccc3-c3ccccc32)CC1,1,1.1,-4.9,0.8,0.7,-8.1,0.8,26.3,12.2,-5.9
CC(=O)N1c2ccccc2C(C)(C)C2CCC(C)CC21 (stereo not drawn),1,1,-1.3,1,1,-9.6,1,-2.1,8.0,-4.7
CN(C)c1ccc(/C=N/NC(=O)C(O)(c2ccccc2)c2ccccc2)o1,1,1,-1.4,0.9,0.8,-11.3,0.9,20.2,-10.5,0.4
O=C(COC(=O)c1ccc2ccccc2n1)NCc1ccccc1,0.9,0.9,-7.6,1.1,1.1,2.9,1.2,-14.5,-1.9,6.9
O=C(Nc1ccc2nc(-c3cccs3)[nH]c2c1)c1cccs1,0.4,1,-10.6,0.9,0.8,-3.1,0.8,19.1,3.1,-1.0
CC/C(=N\NC(=O)c1ccncc1)C12CC3CC(CC(C3)C1)C2,1.1,1,-8.6,1.2,1,-12.5,1.1,2.2,3.6,-4.4
COc1ccc(C(=O)n2ncc(C#N)c2N)cc1,1,1,-3.7,1,0.9,-4.4,1,6.2,-2.6,0.7
CCO[C@@H]1OC(C(=O)NCc2nc3ccccc3[nH]2)=C[C@H](c2ccccc2)[C@H]1CCCO,1,1.1,1.0,1,1,-15.3,1,-2.3,10.6,-8.7
CC(=O)OC(C(=O)N1CCOCC1)c1c(F)cccc1F (stereo not drawn),1,.,-0.2,1,1.1,-8.4,0.9,-7.4,8.2,.
O=C(Nc1ccccc1F)Nc1cc(S(=O)(=O)N2CCOCC2)ccc1N1CCCC1,1.1,1.1,-0.3,1,0.9,-69.5,1,9.4,8.6,-5.9
Cc1cccc2cc(CN(Cc3cccs3)S(=O)(=O)c3ccc4c(c3)OCCO4)c(=O)[nH]c12,1,1,-5.1,0.9,0.8,-8.6,0.8,24.4,-18.3,-2.3
CCC1SC2=NC(C)=C(C(=O)OCC(C)C)C(/C=C/c3ccccc3OC)N2C1=O (stereo not drawn),1,1.1,-1.6,1,0.8,-10.8,0.9,15.3,2.6,-6.0
CC(C)c1ccccc1NC(=O)COC(=O)CCN1C(=O)/C(=C\C=C\c2ccccc2)SC1=S,1,0.9,2.5,0.8,0.9,11.5,0.9,14.9,-1.8,12.6
CCOc1ccc2[nH]c(=O)c(CN(CCCO)C(C)=O)cc2c1,1,1,-2.6,0.9,0.9,-14.8,0.9,11.0,0.4,-3.0
O=C1CSC(c2ccccn2)N1c1ccccc1F (stereo not drawn),1,1,0.2,1,1,-5.2,0.9,1.7,0.0,0.0
O=C(CCN1CCCCCC1)Nc1cccc(F)c1,1,1,-5.9,1.1,1.1,-8.0,1,-6.0,4.6,-2.5
O=C(O)CCCn1cc(NC(=O)COc2ccccc2[N+](=O)[O-])cn1,1,1,6.8,1,0.9,2.9,1,11.6,5.1,-0.2
Cc1ccc(CNC(=O)CCCN2C(=S)NC(C)(C)CC2C)cc1 (stereo not drawn),1.1,1.1,0.1,0.9,0.9,-4.9,1,12.3,2.6,-5.8
CCOc1cc(-c2ccc3c(c2)OCO3)cc(=O)c2c(C)oc(C)c12,1,1,.,1.3,0.8,-6.3,1.1,15.7,2.2,-0.1
CC1CCN(C(=O)COC(=O)c2ccc3c(c2)OCO3)CC1,0.9,1.1,1.2,1,0.9,-1.8,1,5.3,0.5,-6.3
CCCCOc1ccc(C(=O)NCCc2cccs2)cc1,0.7,1,-0.5,1.1,0.9,-0.7,1.3,5.1,9.7,-0.9
CCOC(=O)c1sc(Nc2nc(C)cc(OC)n2)nc1C,1.1,1,-3.6,1,1,-26.5,1,2.5,11.0,-4.2
Cc1[nH]c2ccccc2c1SCC(=O)N1CCN(c2ccccc2)CC1,1,1,-5.8,1,0.9,-1.2,0.9,8.5,-12.8,-3.4
Cn1cc(S(=O)(=O)N2CCC(Cc3ccccc3)CC2)c(=O)n(C)c1=O,1.1,1.1,0.0,1,0.8,-13.2,1,18.1,1.4,-5.2
CCN(CC)c1ccc2cc(C=O)c(=O)oc2c1,1.1,0.9,4.7,1,0.9,9.2,0.9,8.6,2.2,14.6
O=C(c1cccs1)N1CCCC(c2ccccc2)C1 (stereo not drawn),1,1,3.2,0.9,1,-8.2,0.9,3.1,0.4,-0.9
C=CCSc1nc(Cc2ccc(Cl)cc2)nc2ccccc12,1.1,1.1,-3.5,0.9,0.8,-1.4,1,22.6,4.6,-5.1
O=C(CCSc1nnc(-c2ccccc2)o1)N1CCOCC1,1,1.1,0.3,1.1,0.9,-9.6,1.1,13.6,6.5,-5.2
Cc1cccc(C(C)C)c1NC(=O)CSc1nncn1C,1,1,1.0,1,0.9,-7.3,1,8.9,4.3,-3.7
COc1ccc(NC(=O)Nc2ccc(Br)cn2)cc1OC,1,1,-4.0,0.9,1,-3.6,1,4.9,6.9,-3.0
CNC(=S)N/N=C1\C(=O)c2cccc3cccc1c23,1,0.9,-4.9,0.9,0.9,19.8,0.9,13.9,5.3,11.9
O=C(NN1C(=O)C2C3C=CC(O3)C2C1=O)c1cccc(O)c1 (stereo not drawn),1,1,-4.2,1.2,1,4.1,0.9,4.0,-2.0,3.4
O=C1/C(=C/c2ccc(O)cc2)SC(=S)N1Cc1cccnc1,1,0.4,-4.4,0.9,1,11.0,0.9,-1.6,4.5,63.2*
COc1ccc(/C=C(\C#N)C(=O)OC2CCOC2=O)cc1 (stereo not drawn),1,1,-5.8,1,1,-9.8,1.1,0.4,-2.6,0.2
O=C(CSc1nnc(-c2ccncc2)o1)NC1C2CC3CC(C2)CC1C3 (stereo not drawn),1.1,1.1,1.1,0.9,0.9,-5.9,0.9,13.3,2.0,-5.7
Cc1cccc(-c2nnc3sc(-c4ccccc4C)nn23)c1,1.1,1.1,-2.8,1,0.7,-11.7,0.9,28.2,4.2,-5.6
CCCCCn1c(SC(C)C(C)=O)nc2c1c(=O)[nH]c(=O)n2C (stereo not drawn),1.1,1,2.9,1,0.8,-7.3,1,15.3,-1.7,-4.2
CN(C)/N=C/c1cc(Cl)cc([N+](=O)[O-])c1O,1,0.8,0.1,0.9,0.9,15.8,1,10.3,0.2,22.0
Cc1ccc(CN2C(=O)CCC2C(=O)NCc2cccnc2)cc1 (stereo not drawn),1,1,-3.5,1,0.9,-9.1,1,7.3,5.0,-2.1
CCOC(=O)c1ccc(NC(=O)CSc2nnc(-c3cccs3)n2C)cc1,1,1,-2.2,1,0.9,-6.6,0.9,9.1,2.4,-1.7
CCOC(=O)C1CCN(C(=O)c2c(C)oc3c2C(=O)c2ccccc2C3=O)CC1,1,1,-2.6,0.4,0.9,-2.1,1,10.8,60.4*,0.9

# (further entries)
Structure,FLuc stim CS,TNAP act hi DEA,HMGR II inh,PMI act satM6P,Diaph act CS,TNAP inh noacc,PMI act,Diaph inh CS,G6PDH CS,TNAP inh hi DEA
CCOc1ncccc1C(=O)OCC(=O)Nc1c(C)cc(C)cc1C,1.1,1,-4.2,1.1,1,-3.0,1,0.0,9.5,-4.6
CCOc1ccc(CCNC(=O)CSc2cc(=O)n(C)c3ccccc23)cc1OCC,1.1,1,-4.1,0.9,1,0.2,0.9,0.0,-7.6,-2.2
CCn1c(=O)c(-c2cc(=O)[nH][nH]2)c(O)c2ccccc21,1,1,-3.0,1.1,0.8,9.6,1.1,21.0,7.0,2.4
COc1ccc(C(=O)OCCNC(=O)c2c(Cl)nc3ccccn23)cc1,1.1,1,5.7,1,0.9,-9.8,1,10.5,1.8,-3.5
CCc1ccc(NC(=O)COC(=O)CCCC2=NS(=O)(=O)c3ccccc3N2)cc1,0.9,1,-4.7,1,0.9,-10.9,1,5.2,1.0,-1.4
CN1C(=O)C(C(=O)NC(C)(C)C)C2c3ccccc3OC13CCCCC23 (stereo not drawn),1.1,1.1,-1.9,1,0.9,-12.4,1,8.2,2.7,-5.7
